From PubChem BioAssay
Sm TGR block – blocks Schistosoma mansoni thioredoxin glutathione reductase; Q962Y6; 360,000 tested, 3% active; purified TGR, DTNB reduction, TNB absorbance 405 nm; Potency, µM (series often up to 114 µM), for inactives: at the highest dose activity change, negative = inhibition, actives largely listed as inhibitors; further: nearly all actives have a fitted effect of over 60% in size
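First, TGR (20 nM dispensed) and NADPH were mixed with compound. Second, a 15 min room-temperature incubation followed. Third, further NADPH and then DTNB were added to start the reaction. Finally, TNB absorbance was monitored kinetically.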
TbPYK inhibitor – blocks Trypanosoma brucei pyruvate kinase. Q57TT1. TbPYK enzyme, Kinase-Glo Plus ATP luminescence, 45 min. Potency, µM (top dose mostly 76.8 µM), without a hit: at the highest dose activity, negative = inhibition, actives largely listed as inhibitors. 410,000 tested, 0.12% active; further: nearly all actives have a fitted effect of over 50% in size
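Luminescent Kinase-Glo Plus end-point after 45 min room-temperature reaction of T. brucei pyruvate kinase started with 130 uM ADP (final). Buffer TEA 50 mM pH 7.2 with KCl, MgCl2, BSA, Tween-20; titration-based qHTS with fitted concentration-effect curves.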
The depositor's hits bear a star; ? = inconclusive; [ ] = remark or other dose. The call rests on the fitted dose curve; in most records, active means well fitted curve in the direction sought with a large enough effect; inconclusive means small, poorly fitted or top-dose-only effect, or another doubt; inactive means no such curve, though single readings can be large; an effect the other way counts as inactive or inconclusive. On the % scale 0 is the no-effect control and ±100 the full control effect; potency means the concentration at half of the fitted maximal effect. A portion of the library; count on the stated rates, not on these rows.

Molecule,Sm TGR block,TbPYK inhibitor
Cc1ccc(-c2cn3cccc(C)c3n2)cc1NS(=O)(=O)c1ccccc1,6%,3%
CCOC(=O)C1=C(CS(=O)(=O)c2cccc(C(F)(F)F)c2)NC(=O)NC1c1cccc(OC)c1 (stereo unspecified),2%,5%
O=C(Nc1ccc2oc(-c3cccnc3)nc2c1)c1ccc(-c2cccc(Cl)c2)o1,35µM*,-7%
COc1ccccc1OCC(=O)Nc1cc(-c2ccc(C)cc2)no1,8%,-3%
COC(=O)c1cccnc1-n1c(=O)c2cccnc2n(CC(=O)Nc2c(C)cc(C)cc2C)c1=O,4%,-2%
COc1ccc(NC(=O)CSCc2cc(=O)c3cc(Cl)ccc3[nH]2)cc1,0%,-1%
COC(=O)c1c(-c2cccs2)csc1NC(=O)c1ccc(Cl)cc1,0%,-29%
CC(C)(C)C(=O)NC1CC(=O)N(c2ccc3c(c2)OCCO3)C1 (stereo unspecified),-7%,-3%
CCCN1C(=O)c2ccccc2CC1(C)C(=O)NC1CCCCC1 (stereo unspecified),?,1%
Cc1ccc2nc(CSc3nnc(NC(=O)c4cccc(Br)c4)s3)cc(=O)n2c1,9%,7%
CCN(CC)CCSc1nc2ccccc2c(=O)n1-c1ccc(Cl)cc1,0%,-1%
COc1ccc(-c2nn(CC(=O)Nc3ccccc3F)c3c2cnc2ccc(F)cc23)cc1,-1%,5%
Cc1ccc(C(=O)Nc2ccc3c(c2)N(C)C(=O)c2ccccc2S3)cc1F,7%,-4%
Cc1ccc(C(=O)c2cn(Cc3cccc(C)c3)c3nc(C)ccc3c2=O)cc1,7%,-2%
Cc1ccc(-n2c(-c3ccco3)nc3c(cnn3-c3ccccc3Cl)c2=O)cc1,-2%,5%
Cc1ccccc1CNC(=O)CN1C(=O)CSc2ccc(S(=O)(=O)N(C)C)cc21,13%,1%
COc1cc(NC(=O)CSc2nc3nc(C)c(Cc4ccccc4)c(C)n3n2)cc(OC)c1,5%,-3%
Cc1ccc(Nc2ncnc3c2nc2n3CCCC2)cc1F,-3%,-3%
O=C(OCc1cc(=O)n2nc(-c3cccs3)sc2n1)c1cccc(Cl)c1,6%,1%
Cc1ccc(CN2C(=O)N(c3ccc(C)c(Cl)c3)S(=O)(=O)c3ccccc32)cc1,6%,-2%
Cc1ccn2c(Nc3ccc(F)cc3)c(-c3ccccn3)nc2c1,13%,4%
CCOC(=O)c1c(-c2ccc(OC)cc2)oc2ccc(OCc3ccccc3C)cc12,5%,-3%
Cc1ccc(NC(=O)CN2C(=O)CCc3cc(S(=O)(=O)N4CCOCC4)ccc32)c(C)c1,8%,4%
O=C1C(=O)N(C2CCN(C(=O)c3cccc(Cl)c3)CC2)CCN1Cc1ccc(F)cc1,1%,2%
Cc1ccc2c(CC(=O)Nc3ccccc3C(F)(F)F)coc2c1C,0%,-12%
Cc1cc(C)cc(NC(=O)CSc2nnc(CNC(=O)c3c(F)cccc3Cl)o2)c1,3%,-2%
Cc1ccc(NC(=O)N(Cc2c[nH]c3ccccc23)C2CCCCCC2)cc1C,1%,2%
COc1cc(C(=O)N2CCNC(=O)C2CC(=O)Nc2ccc(C)c(C)c2)cc(OC)c1OC (stereo unspecified),0%,0%
CCc1c(C)sc2c1CCN(C(=O)Nc1ccccc1C(=O)OC)C2c1ccc(OC)cc1 (stereo unspecified),5%,4%
Cc1ccc(NC(=O)Nc2nc3c(s2)CCCCCC3)cc1C,6%,0%
CC(=O)c1ccc(NC(=O)CN2C(=O)CN(C)C(=O)c3ccccc32)cc1,9%,7%
COc1ccccc1N1CCN(C(CNC(=O)C(=O)NCCc2ccccc2)c2cccnc2)CC1 (stereo unspecified),2%,-2%
CSc1ccc(/C=C/c2nc3ccccc3c(=O)n2-c2cccc(Cl)c2C)cc1,6%,0%
Cc1ccc(NC(=O)c2c(NC(=O)c3ccco3)sc3c2CCC(C(C)(C)C)C3)c(C)c1 (stereo unspecified),-7%,-1%
Cn1cc(S(=O)(=O)c2ccccc2)c(=O)c2cc(F)c(N3CCCC3)cc21,-1%,2%
CCOC(=O)c1ccc(N2C(=O)c3n[nH]c(C)c3C2c2cccc(Br)c2)cc1 (stereo unspecified),-10%,6%
CNS(=O)(=O)c1cn(CC(=O)Nc2ccc(C)cc2C)cc1S(=O)(=O)NC,27%,-13%[15.4 µM]
N#Cc1cccc(NC(=O)CCNS(=O)(=O)c2ccc3c(c2)CCN3C(=O)C2CC2)c1,-13%,2%
O=C(CC(=O)Nc1ccccc1F)Nc1ccc2nc3n(c(=O)c2c1)CCCCC3,-1%,-5%
COc1ccc(-c2cc(C(=O)Oc3ccc(C)cc3)c3ccccc3n2)cc1,22%,1%
CCCc1cc(=O)oc2cc(C)c3c(-c4ccccc4)coc3c12,16%,3%
Cc1ccc(Cl)cc1-n1ncc2c(NC3CCCCCC3)ncnc21,2%,-2%
CCc1ccc(OC(=O)c2sc3ncn(Cc4cccc(F)c4)c(=O)c3c2C)cc1,7%,3%
O=C(Nc1ccc(N2CCC(N3CCCCC3)CC2)c(C(=O)O)c1)c1ccccc1,2%,-4%
COc1ccc(-c2nnc(SCC(=O)Nc3ccccc3C)o2)cc1OC,0%,3%

3 records picked at random from those above, as already listed:
Molecule,Sm TGR block,TbPYK inhibitor
COc1ccccc1N1CCN(C(CNC(=O)C(=O)NCCc2ccccc2)c2cccnc2)CC1 (stereo unspecified),2%,-2%
CCCc1cc(=O)oc2cc(C)c3c(-c4ccccc4)coc3c12,16%,3%
CSc1ccc(/C=C/c2nc3ccccc3c(=O)n2-c2cccc(Cl)c2C)cc1,6%,0%

Continuation:
Molecule,Sm TGR block,TbPYK inhibitor
Cc1cccc(N2CCN(C(=O)Nc3ccc(F)cc3)CC2C)c1 (stereo unspecified),-1%,4%
COc1cc(OC)c(OC)cc1CN1CCc2nc(N3CCN(c4ncccn4)CC3)ncc2C1,22µM*,-11%
Cc1ccc(NC(=O)c2c(NC(=O)c3ccccc3)sc3c2CCC3)cc1,2%,-3%
Cc1ccc(C)c(NC(=O)CCCn2c(C)c3cnn(-c4ccccc4)c(=O)c3c2C)c1,?,3%
CCOc1ccc(C(c2c(C)[nH]n(-c3ccccc3)c2=O)c2c(C)[nH]n(-c3ccccc3)c2=O)cc1OC,-10%,-5%
CCOc1ccc(NC(=O)c2cc3c(n(-c4ccc(OC)cc4)c2=O)CC(C)(C)CC3=O)cc1,8%,0%
COc1ccc(N(CC(=O)Nc2ccc(Cl)cc2C)S(=O)(=O)c2ccccc2)c(OC)c1,2%,-1%
CCCn1c2ccccc2c2cnn(CC(=O)Nc3cc(OC)c(OC)c(OC)c3)c(=O)c21,-8%,7%
Cc1ccc(-c2nc3ncccc3o2)cc1NC(=O)c1cccc(OCC(C)C)c1,-9%,-6%
COc1ccc(-c2onc(C)c2C)cc1S(=O)(=O)N1CCN(c2cc(C)ccc2C)CC1,5%,-2%
COc1ccc(CNC(=O)C2CCN(Cc3nc(-c4ccc(OC)c(OC)c4)oc3C)CC2)cc1,-3%,2%
COc1ccc(-c2nc3sc(CCNS(=O)(=O)c4ccccc4)c(C)n3n2)cc1,2%,-3%
CCCOc1ccc(NC(=O)CC2C(=O)N(c3ccc(C)cc3)C(=O)N2CCc2ccncc2)cc1 (stereo unspecified),4%,0%
Cc1ccccc1-n1c(SCC(=O)Nc2ccc(Cl)cc2Cl)nc(O)cc1=O,-1%,7%
CCN(CC)c1ncnc2c1cnn2-c1cc(Cl)ccc1C,4%,5%
Cc1cccc(N2CCN(S(=O)(=O)c3ccc(-c4cc(C(F)(F)F)on4)s3)CC2)c1C,-2%,-4%
CCc1ccc(S(=O)(=O)Nc2cc3c(cc2C)n(C)c(=O)c(=O)n3C)cc1,-5%,-4%
Cc1ccc(S(=O)(=O)c2cn(Cc3ccccc3)c3cc(N4CCCCC4)c(F)cc3c2=O)cc1,-1%,-2%
COc1ccc(CCNC(=O)CCCn2c(=O)c3ccccc3n(CC(=O)Nc3ccccc3C)c2=O)cc1OC,-8%,-3%
CCc1c(C)sc2c1CCN(C(=O)Nc1cc(C)cc(C)c1)C2c1ccccc1 (stereo unspecified),-1%,1%
Cc1ccccc1NCc1cccn1-c1nnc(N2CCOCC2)s1,4%,13%
CC(C)CC(=O)Nc1c(C(=O)N2CCN(c3ccccc3F)CC2)oc2ccccc12,0%,1%
Cc1cc(C(=O)N2CCN(c3ccccc3F)CC2)c2c(C)nn(-c3ccccc3)c2n1,9%,2%
COc1ccc(CC(=O)N2CCc3cc(OC)c(OC)cc3C2COc2ccc(F)cc2)cc1OC (stereo unspecified),-1%,-4%
CCOc1ccc(/C=C/c2nc(C#N)c(N3CCC(C)CC3)o2)cc1,0%,-12%
CCOc1ccc(-c2cn3c(n2)sc2cc(C(=O)NCCC4=CCCCC4)ccc23)cc1,-6%,1%
Cc1cc(C)cc(Nc2nc3ccccc3n3cnnc23)c1,6%,-7%
CCOC(=O)c1[nH]c(C)c(C(=O)NCc2ccccc2Cl)c1C,7%,9%
CCOC(=O)c1cccc(NC(c2nnc(-c3ccccc3)o2)c2ccccc2F)c1 (stereo unspecified),?,-2%
O=c1c2sccc2n(Cc2cc(=O)n3ccccc3n2)c(=O)n1-c1cc(F)ccc1F,-1%,-3%

Single values from the list:
Cc1cc(C(=O)N2CCN(c3ccccc3F)CC2)c2c(C)nn(-c3ccccc3)c2n1 – TbPYK inhibitor: 2%
CC(C)CC(=O)Nc1c(C(=O)N2CCN(c3ccccc3F)CC2)oc2ccccc12 – Sm TGR block: 0%
CCOC(=O)c1cccc(NC(c2nnc(-c3ccccc3)o2)c2ccccc2F)c1 (stereo unspecified) – TbPYK inhibitor: -2%

Remaining list, next part:
Molecule,Sm TGR block,TbPYK inhibitor
COc1ccc(-c2cc3c(=O)n(CC(=O)Nc4cc(F)ccc4F)ccn3n2)cc1OC,-1%,2%
Cc1cc(C)cc(NC(=O)CSCc2cc(=O)c3ccc(C)c(C)c3[nH]2)c1,-2%,4%
CC(C)c1nn2c(=O)cc(COC(=O)C3CCCCC3)nc2s1,3%,-5%
CCOC(=O)c1c(C)c(-c2ccccc2)n(CC(=O)Nc2cccc(F)c2)c1C,-9%,-4%
Cc1cc(C)c(/C=C/c2onc(C)c2S(=O)(=O)N2CCC(C(=O)NCc3ccco3)CC2)c(C)c1,-2%,-2%
CC(C)OCCCN1C(=O)c2[nH]nc(-c3ccccc3O)c2C1c1ccc(OCc2ccccc2)cc1 (stereo unspecified),-6%,-9%
COc1ccc(Nc2c(-c3ccccn3)nc3ccc(Cl)cn23)cc1,3%,1%
COCCCNC(=O)CCCn1c(SCC(=O)c2ccc(Br)cc2)nc2c(sc3ccccc32)c1=O,-3%,-2%
COc1ccc(CCNC(=O)CCn2c(=O)c3ccccc3n(Cc3ccc(Cl)cc3)c2=O)cc1OC,-1%,1%
Cc1ccc(CNCc2ccccc2)s1,-8%,5%
CCC1CN(C(=O)N2CCC(C(=O)NCc3ccc(OC)cc3OC)CC2)c2cc(C)ccc2O1 (stereo unspecified),18%,-2%
CCCN(C(=O)Nc1cn(CC(C)C)c(=O)c2ccccc12)c1ccc(F)cc1,1%,3%
COc1ccc(Br)cc1CNC(=O)c1cnc2sc(N3CCCCCC3)nn2c1=O,-1%,0%
COc1ccc(CNS(=O)(=O)c2cc3c(cc2C)n(C)c(=O)c(=O)n3C)cc1,-3%,0%
CCS(=O)(=O)Nc1ccc(-c2cn3ccsc3n2)cc1,3%,-9%
CC(=O)Nc1cccc(NC(=O)CSc2cn(CC(=O)N(C(C)C)C(C)C)c3ccccc23)c1,1%,-4%
Cc1ccc(N(CC(=O)N2CCN(c3ccc(Cl)cc3)CC2)S(=O)(=O)c2c(C)nn(C)c2C)cc1,5%,4%
Cc1ccc(-c2cc(NC(=O)C(C)Oc3ccc(C)c(C)c3)on2)cc1 (stereo unspecified),12%,0%
COc1ccc(CCNC(=O)c2c(O)nc3c(C)cccn3c2=O)cc1OC,8%,1%
Cc1ccc(NC(=O)N2CCc3cc(S(=O)(=O)N4CCC(C)CC4)ccc32)cc1,-4%,3%
COc1ccc(OC)c(NC(=O)CCCOc2cc(=O)n(C)c3ccccc23)c1,-15%,10%
Cc1ccc(-c2nnc(Nc3ccc(Cl)c(Cl)c3)c3ccccc23)cc1S(=O)(=O)N(C)C,0%,0%
Cc1ccc(Cl)cc1NC(=O)C(NS(=O)(=O)c1ccc2c(c1)CCC(=O)N2)c1ccccc1 (stereo unspecified),-7%,-4%
O=C(NCc1ccc(F)cc1)c1ccc(CS(=O)(=O)c2ccc(Cl)cc2)o1,-10%,3%[15.4 µM]
O=C(CSc1nc2cc3ccccc3cc2[nH]1)Nc1cccc(C(F)(F)F)c1,6%,1%
O=C(NCCCc1ccccc1)C1CCN(C(=O)N2CCOc3ccc(Cl)cc32)CC1,-11%,-4%
CC(C)CCNC(=O)[C@@H](c1ccccc1)N1Cc2ccccc2C1=O,2%,-11%
CC(CNC(=O)c1cc(-c2ccccc2)n[nH]1)c1ccccc1 (stereo unspecified),-5%,-4%
